OX1R antag-1 = human HCRTR1 antagonism; O43613; CHO/OX1R cells, Fluo-8 calcium fluorescence, orexin A; AID 434989; inhibition, % at 5 µM; 0.43% of 330,000 active;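 active means inhibition above its plate's threshold, mean inhibition of all tested compounds on the plate plus 3 SD, cut at about 37% in these data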;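 further: 0% = orexin A challenge wells and 100% = SB-334867-A antagonist wells; not every result past the cut was called active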
Target sequence (O43613 whole entry, looked up): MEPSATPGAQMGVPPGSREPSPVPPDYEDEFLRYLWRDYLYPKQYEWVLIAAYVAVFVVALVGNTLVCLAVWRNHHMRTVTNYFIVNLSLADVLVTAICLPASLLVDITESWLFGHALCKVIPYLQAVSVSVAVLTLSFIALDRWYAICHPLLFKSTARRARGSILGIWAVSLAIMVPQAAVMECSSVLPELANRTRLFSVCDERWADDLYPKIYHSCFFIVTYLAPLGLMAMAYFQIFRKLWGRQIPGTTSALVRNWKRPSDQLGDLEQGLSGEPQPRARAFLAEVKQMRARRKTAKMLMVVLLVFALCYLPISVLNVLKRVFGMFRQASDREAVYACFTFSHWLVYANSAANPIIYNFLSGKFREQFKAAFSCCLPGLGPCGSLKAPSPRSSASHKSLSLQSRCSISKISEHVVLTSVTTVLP
OX1R antag-2 = OX1R (human) antagonism; 1.8% of 330,000 active; O43613; AID 485270; OX1R-expressing cells, FRET antagonist read-out; inhibition, % at 6.6 µM; in the data active means inhibition mostly above about 38%, no sharp cut-off; inactive means mostly below about 40%;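 further: 0% = agonist challenge alone and 100% = reference antagonist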
STK33 kinase inh = blocks human STK33 kinase activity; inhibition, % at 10 µM; 0.073% of 320,000 active; Q9BYT3; purified STK33, MBP phosphorylation, ADP-Glo luminescence;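 active means inhibition at or above 25%, using the most active replicate where run in duplicate; inactive means inhibition below 25%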
Target sequence (Q9BYT3 whole entry, looked up): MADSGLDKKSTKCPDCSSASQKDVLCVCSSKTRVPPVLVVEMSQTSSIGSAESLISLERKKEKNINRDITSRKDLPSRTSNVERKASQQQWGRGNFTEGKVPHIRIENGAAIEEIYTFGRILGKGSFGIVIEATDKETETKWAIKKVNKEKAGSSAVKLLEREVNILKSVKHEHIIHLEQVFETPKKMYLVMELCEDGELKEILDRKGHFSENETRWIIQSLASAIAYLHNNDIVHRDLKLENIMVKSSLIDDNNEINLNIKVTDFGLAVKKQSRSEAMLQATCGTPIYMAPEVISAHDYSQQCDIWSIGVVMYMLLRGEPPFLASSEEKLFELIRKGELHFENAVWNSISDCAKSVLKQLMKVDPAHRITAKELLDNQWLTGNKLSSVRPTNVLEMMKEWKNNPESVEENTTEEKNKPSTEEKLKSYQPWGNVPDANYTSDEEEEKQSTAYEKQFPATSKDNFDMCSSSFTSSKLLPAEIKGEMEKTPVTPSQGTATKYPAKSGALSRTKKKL
Numbers without * were called inactive; nt = not tested or not shown. An unsorted share of the library. About 2.2% of those tested had a hit in this group.

item	Compound	OX1R antag-1	OX1R antag-2	STK33 kinase inh
1	Cc1cc(C)n2c(SCC(=O)Nc3ccccc3)nnc2n1	-15	15	-1.5
2	CCOc1ccc(-n2c(SCC(=O)NC)nnc2-c2ccco2)cc1	-15	9	-0.9
3	NC(=O)C1(c2ccccc2)OC1c1ccccc1 (stereo not drawn)	-1	16	-0.4
4	OCCNCCCCOc1cccc(Br)c1	5	21	-0.7
5	O=C(CCCc1ccccc1)NC12CC3CC(CC(C3)C1)C2	-34	15	-0.6
6	Cn1c(C(=O)O)c(CC(=O)Nc2ccc(F)cc2F)c2ccccc21	-6	22	-0.6
7	FC(F)(F)c1cnc(Nc2ccc(N3CCOCC3)cc2)c(Cl)c1	-32	23	-1.2
8	COc1ccc(NC(=O)C(NC(C)=O)C(=O)Nc2ccc(F)cc2)cc1 (stereo not drawn)	-8	12	-0.5
9	Cc1ccc(OCC(=O)N2CCCCCC2)c(C)c1	0	4	-0.3
10	O=C(COc1ccc([N+](=O)[O-])cc1)Nc1ccc2c(c1)OCO2	-17	7	-0.8
11	Cc1ccc(C)c(S(=O)(=O)N2CCN(C(=O)c3ccccn3)CC2)c1	-16	14	nt
12	CCOc1ccc(N(CC(=O)N2CCCCCC2)S(C)(=O)=O)cc1	-16	15	-0.6
13	O=c1c2ccccc2nc2n1CCN2	-2	12	2.7
14	Cc1ccc(NC(=O)c2sc3ncnc(N4CCN(c5ccccn5)CC4)c3c2C)c(C)c1	-23	21	-1.8
15	CC(CN1CCN(C)CC1)OC(=O)c1cccc(F)c1 (stereo not drawn)	3	5	-0.7
16	CCN1CCN(c2ncnc3sc(C)c(-c4ccccc4)c23)CC1	-17	11	0.2
17	Cc1ccc(C(=O)NNC(=O)CCCN2C(=O)/C(=C/c3ccccc3Cl)SC2=S)cc1	-43	14	0.6
18	COc1ccc(S(=O)(=O)Nc2cc(Cl)ccc2-n2cncn2)cc1	-5	8	0.5
19	COc1ccccc1N1CCN(C(=O)C2CCCN(S(=O)(=O)c3ccc(C)cc3)C2)CC1 (stereo not drawn)	-30	11	-1.5
20	O=C1/C(=C/c2cccnc2)CCC/C1=C\c1cccnc1	-12	14	8.1
21	Cc1cc(C)nc(SCC(=O)N(C)C)n1	-12	33	-0.7
22	COc1ccc(-c2c[n+]3c(n2-c2ccccc2)SCC3)cc1OC	0	22	1.5
23	O=S1(=O)CCO[C@H]2Cc3ccccc3[C@H]2N1Cc1ccccc1Br	-9	31	-0.7
24	O=C(/C=C/c1ccc(Cl)cc1)NC(=S)Nc1ccc(C(=O)O)cc1	-12	-2	0.7
25	Cc1cc(C)c2nc(-c3ccccn3)cc(C(=O)NCc3ccco3)c2c1	-20	22	0.1
26	O=C(Nc1ccccc1N1CCCCC1)c1ccco1	-37	14	1.3
27	COC(=O)C1=C(C)NC(=O)NC1c1ccccc1 (stereo not drawn)	-16	3	-1.6
28	COc1ccc(OC)c(C2C3=C(CCCC3=O)NC3=C2C(=O)CCC3)c1	-12	17	-3.3
29	O=C(CN1C(=O)NC2(CCCC2)C1=O)NCCc1ccccc1	-1	-2	1.2
30	CCOC(=O)c1cnc2nc(COc3ccccc3)[nH]n2c1=O	-2	10	-1.4
31	Cc1ccc(C(=O)c2sc(Nc3ccccc3)c(C#N)c2N)cc1	-26	12	-1.0
32	COc1cc(NS(=O)(=O)c2ccc(NC(=S)NC(=O)c3cccs3)cc2)nc(OC)n1	-5	20	nt
33	CNS(=O)(=O)c1cn(CC(=O)NCc2ccccc2OC)cc1S(=O)(=O)NC	-10	-1	0.2
34	COCc1cc(C)nc(SCC[N+](C)(C)CC(=O)c2ccc(Br)cc2)c1C#N	-10	7	-0.3
35	Cc1c(Cl)cccc1NC(=S)NCCC(c1ccccc1)c1ccccc1	-8	28	0.0
36	CC1CCN(C(=O)/C(=C\c2ccco2)NC(=O)c2ccccc2)CC1	-14	20	0.9
37	O=C(c1ccc([N+](=O)[O-])cc1)N1CCC(Cc2ccccc2)CC1	4	3	-0.6
38	CC(C)(C)N1CC(c2nc3ccccc3n2Cc2ccc(F)cc2)CC1=O (stereo not drawn)	-27	26	-0.3
39	O=c1oc2cc(OCc3ccc(F)cc3F)ccc2cc1-c1ccccn1	-16	11	-1.4
40	Cc1cccc2nc(CSc3nnc(N)s3)cn12	-18	10	-1.2
41	O=[N+]([O-])c1cccc(S(=O)(=O)NCc2ccccn2)c1	-11	22	0.3
42	COc1ccc(-n2nnnc2SCC(=O)N2CCN(C(=O)c3ccco3)CC2)cc1OC	-26	30	0.1
43	Cc1ccc(S(=O)(=O)c2c(C)cc(C)nc2N2CCOCC2)cc1	-23	24	-1.1
44	COC(=O)c1sccc1NC(=O)CC1NCCNC1=O (stereo not drawn)	-2	3	-0.3
45	Oc1ccccc1-c1cc(-c2ccc(F)cc2)n[nH]1	-22	16	-0.7
46	COc1ccc(NC(=O)c2oc3ccccc3c2C)cn1	-29	27	1.5
47	COc1ccc(OCc2nnc(SCC(=O)Nc3ccc(C)cc3)o2)cc1	1	11	2.6
48	O=C(c1cnn2c(C(F)(F)F)cc(-c3cccs3)nc12)N1CCN(Cc2ccccc2)CC1	-23	29	-1.0
49	O=c1c(C(c2ccc(Br)cc2)c2c(O)nc3n(c2=O)CCS3)c(O)nc2n1CCS2	-3	0	-1.4
50	CCCCCc1ccc(OCCCC[n+]2ccccc2)c(CCCCC)c1	31	24	1.8

Next part.
item	Compound	OX1R antag-1	OX1R antag-2	STK33 kinase inh
51	COC(=O)c1ccc(CSC2=NC[C@@H]3[C@@H]4C(=O)N(C)C(=O)[C@@H]4[C@](C)(C(=O)OC)N23)cc1	-8	9	nt
52	CCCn1cc(S(=O)(=O)c2ccc(F)cc2)c(=O)c2cc(OCC)ccc21	-22	22	1.0
53	CCN(C[C@H]1N[C@@](Cc2ccccc2)(C(=O)OC)[C@H]2C(=O)N(Cc3ccccc3)C(=O)[C@@H]12)C(=O)c1ccccc1	-42	4	-1.3
54	Cc1cc(=O)[nH]c(SCC(=O)NC(C)C2CC3CCC2C3)c1C#N (stereo not drawn)	-20	30	-0.9
55	C=CCOc1c(Cl)cc(CNc2nccs2)cc1OC	-15	15	-1.5
56	CCOC(=O)Cn1nc(C)c(NC(=O)c2ccc(Br)o2)c1C	-17	12	-1.1
57	Cc1ccc(S(=O)(=O)N2CCCCC2)cc1C(=O)N1CCN(c2ccccn2)CC1	-25	6	-2.1
58	Cc1cc(C)c2c(n1)sc1c(N3CCN(C)CC3)ncnc12	-11	-2	1.1
59	Cc1ccc(/C=N/N2CCN(Cc3cccc4ccccc34)CC2)s1	-5	4	0.6
60	CCn1c(SCC(=O)Nc2nc(-c3ccccc3)cs2)nnc1-c1ccccc1	54*	62*	-0.7
61	Cc1ccc(C(=O)NCC(=O)N2CCN(c3cccc(Cl)c3)CC2)s1	-24	1	-0.8
62	CC(/C=C1\SC(=S)N(CCCC(=O)Nc2ccc(C(=O)O)cc2)C1=O)=C\c1ccccc1	-2	34	-2.9
63	CCCCC[C@@H](O)c1cc2ccccc2c(=O)o1	-14	11	0.0
64	Cn1nc(C(=O)NC2CCCCC2)c2c1-c1ccccc1SC2	-21	12	-0.8
65	O=C(NCc1ccc(OC(F)(F)F)cc1)C1CC2Cn3c(nc4ccccc43)C2N1c1ccccc1 (stereo not drawn)	-24	26	-0.5
66	Nc1nc2n(n1)C1(CCCCC1)C1=C(CCCC1)N2	3	12	-0.4
67	Cc1cc(-c2nnc(CCC(=O)NCc3cccc(C(F)(F)F)c3)o2)no1	-33	15	-0.2
68	CC1(C)CC(=O)c2cnc(NC(=O)Cc3ccc(Cl)cc3)nc2C1	-16	16	-0.2
69	CC1(c2ccccc2)NC(=O)N(CC(=O)Nc2cccc(/C=C/c3ccccn3)c2)C1=O (stereo not drawn)	-20	33	3.9
70	OCCC1CN(Cc2cccn2-c2cccnc2)CCN1C1CCCC1 (stereo not drawn)	-20	9	-0.4
71	CCOc1ccccc1-n1c(SC(C)C(=O)NCC2CCCO2)nc2ccccc2c1=O (stereo not drawn)	-32	8	1.0
72	CC(=O)c1ccc(-n2nncc2C(C)(C)C)cc1	-13	9	0.4
73	Cc1cccc(C)c1NC(=O)COC(=O)c1cc(=O)[nH]c2ccccc12	-21	10	-0.4
74	COc1ccccc1C1c2ccc3ccccc3c2Oc2ncn(CCCO)c(=N)c21 (stereo not drawn)	-32	7	0.0
75	Cc1ccc(C)c(NC(=O)CN2C(=O)CC(C)S(=O)(=O)c3ccccc32)c1 (stereo not drawn)	-3	3	-0.6

Sorted by value in OX1R antag-2 (highest first): three from the list above.
| entry | SMILES | OX1R antag-2 |
| --- | --- | --- |
| 62 | CC(/C=C1\SC(=S)N(CCCC(=O)Nc2ccc(C(=O)O)cc2)C1=O)=C\c1ccccc1 | 34 |
| 71 | CCOc1ccccc1-n1c(SC(C)C(=O)NCC2CCCO2)nc2ccccc2c1=O (stereo not drawn) | 8 |
| 53 | CCN(C[C@H]1N[C@@](Cc2ccccc2)(C(=O)OC)[C@H]2C(=O)N(Cc3ccccc3)C(=O)[C@@H]12)C(=O)c1ccccc1 | 4 |

(next part)
item	Compound	OX1R antag-1	OX1R antag-2	STK33 kinase inh
76	CC(C)(C)Cc1nnc(NS(=O)(=O)Cc2ccccc2)s1	-7	30	-1.5
77	Cc1ccnc(NC(=O)c2cc(S(=O)(=O)N3CCCCC3)ccc2Cl)c1	-44	22	-0.5
78	COc1ccc(S(=O)(=O)Nc2ccc3c(c2)CC(=O)N([C@@H](C)CO)C[C@@H](C)[C@@H](CN(C)Cc2ccccc2)O3)cc1	34	23	-0.1
79	COc1ccccc1C(C(=O)NCc1ccccc1)N(C(=O)c1csnn1)C1CC1 (stereo not drawn)	-18	14	0.1
80	O=C(NCC(=O)N(CC1CCCO1)C(C(=O)NC1CCCCC1)c1ccccc1)c1cccs1 (stereo not drawn)	-30	2	-0.9
81	COc1ccccc1C(=O)NNC(=O)c1nn(Cc2ccccc2)c(=O)c2ccccc12	-33	30	-0.7
82	COc1ccc(C(=O)Nc2ccnn2C2CCN(Cc3cn(C)nc3C)CC2)cc1	-15	-2	1.7
83	COc1ccc(Cc2nc3ccccc3c(=O)n2N)cc1OC	-2	13	-0.8
84	CC(=O)c1sc(NC(=O)CCCc2nc3ccccc3c(=O)[nH]2)nc1-c1ccccc1	-16	12	-1.1
85	O=C1CNC(=S)N1c1nc(-c2ccccc2)cs1	3	31	-0.5
86	CS(=O)(=O)N(CC(=O)Nc1ccc(C(N)=O)cc1)C1CCCCC1	-1	9	-1.5
87	O=C(COC(=O)CCSc1ccc(Cl)cc1)NCc1ccc(Cl)cc1	-15	13	-6.7
88	CCOc1ccccc1NC(=O)COc1ccc(S(=O)(=O)N2CCCC2)cc1	-11	21	4.5
89	COc1cc(S(=O)(=O)N(C)Cc2ccc3c(c2)OCCO3)ccc1NC(C)=O	-19	7	-0.3
90	CCCCCN(C(=O)CCC(=O)OCc1ccccc1F)c1c(N)n(CCCC)c(=O)[nH]c1=O	-39	13	1.1
91	CC1CCN(C(=O)C2CCC(=O)N(Cc3ccc(Cl)cc3)C2)CC1 (stereo not drawn)	-6	14	-0.9
92	Cc1cccc(C(=O)NCC(=O)NCC(c2cccs2)N2CCOCC2)c1 (stereo not drawn)	-19	4	-1.3
93	O=C(O)C1CC1C(=O)Nc1cc(F)ccc1F (stereo not drawn)	1	19	-0.5
94	Cn1c(N)c(C(C[N+](=O)[O-])c2c(F)cccc2Cl)c(=O)n(C)c1=O (stereo not drawn)	0	-3	0.5
95	Clc1ccc(Sc2ccccn2)cc1	-7	0	0.5
96	Cc1ccc(N2C(=O)CS(=O)C(c3ccccc3)C2=O)cc1C (stereo not drawn)	-27	8	-3.1
97	Oc1ccc2c(c1)c1c3n2CCNC3CCC1 (stereo not drawn)	-22	-4	1.9
98	OCC(Cc1ccccc1)Nc1c2ccccc2nc2ccccc12 (stereo not drawn)	22	88*	2.0
99	CN(Cc1c(C(=O)N/N=C/c2c(F)cccc2Cl)nnn1-c1nonc1N)c1ccccc1	13	42	-1.6
100	COc1ccc(C(=O)NC(=S)Nc2cccc3nc(C)ccc23)cc1OC	-13	13	1.9

From no. 76 as far as 78, as listed above:
item	Compound	OX1R antag-1	OX1R antag-2	STK33 kinase inh
76	CC(C)(C)Cc1nnc(NS(=O)(=O)Cc2ccccc2)s1	-7	30	-1.5
77	Cc1ccnc(NC(=O)c2cc(S(=O)(=O)N3CCCCC3)ccc2Cl)c1	-44	22	-0.5
78	COc1ccc(S(=O)(=O)Nc2ccc3c(c2)CC(=O)N([C@@H](C)CO)C[C@@H](C)[C@@H](CN(C)Cc2ccccc2)O3)cc1	34	23	-0.1

(further entries)
item	Compound	OX1R antag-1	OX1R antag-2	STK33 kinase inh
101	CN(C)S(=O)(=O)c1cccc(N2C(=O)CC3(CCCCC3)CC2=O)c1	-10	1	-1.3
102	Cc1cccc(NC(=O)CNC(=O)COC(=O)C2CC2C)c1C (stereo not drawn)	7	6	-0.2
103	Cc1ccc(CCNS(=O)(=O)c2cc3c(cc2Cl)NC(=O)CO3)cc1	-18	6	-0.9
104	CCOC(=O)N1CCC(NC(=O)C2CCCN(c3nc4ccccc4o3)C2)CC1 (stereo not drawn)	-32	12	0.2
105	COc1cc(CC(=O)O)ccc1O	-4	3	0.1
106	CCCCN(C)CCNC(=O)CN1C(=O)CSc2ccc(S(=O)(=O)N3CCOCC3)cc21	-5	5	0.3
107	CN(c1ccccc1)S(=O)(=O)c1cc(C(=O)OCC(=O)N2CCN(C(=O)c3ccco3)CC2)ccc1Cl	-25	5	0.3
108	O=C(CSc1nnc(SCc2cccc3ccccc23)s1)N=Nc1c(O)[nH]c2ccccc12	-5	6	-1.6
109	Cc1ccc[n+](CC(=O)Nc2ccc([N+](=O)[O-])cc2)c1	-2	31	-0.2
110	CCC(=O)N1CCc2cc(Br)cc(S(=O)(=O)NCCN3CCCC3)c21	-35	-5	0.4

Screens (PubChem)
